CRE Fsk mod – modulators of forskolin-stimulated CRE signaling in CHO cells. CHO CRE-bla reporter (cAMP response element driving beta-lactamase), forskolin EC10, beta-lactamase ratio. Potency, µM (highest dose often 38.2 µM), inactives show at the highest dose activity change, negative = inhibition, most hits filed as activators. actives 2.5% (n = 71,000). AID 662; active = well fitted activation curve with a large enough effect in the signal ratio, with a control signal flat, not every such curve was filed as active; inconclusive = small, poorly fitted or top-dose-only effect, or effect the other way, or a change in a side signal; the % refers to the signal ratio; also: potency is read from the fitted curve at half-maximal effect; % of control where 0% means no effect
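CRE-bla CHO cells stimulated with EC10 NKH 477 (water-soluble forskolin) and compound titrations, 3 h at 37C; beta-lactamase read with CCF4 after 2 h at room temperature. Activity from 460/530 nm emission ratio, AC50 values for positive or negative modulation.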
HBB splice mod – hemoglobin beta splicing modulation | HBB splicing reporter cell assay, activation; EGFP reporter with mutant IVS2-654 intron; response scale: normalised to 500 nM splice-correcting PNA | Potency, µM (series often up to 46.1 µM), without a hit: top-dose activation, actives largely listed as activators | actives 0.06% (n = 65,000); also: potency is read from the fitted curve at half-maximal effect; 0% is about no effect
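HeLa cells stably expressing EGFP interrupted by mutant beta-globin intron 2 (IVS2-654), 500/well in 2% FCS. Treated with compound for 2 days at 37C. Splicing correction scored as total well GFP intensity (488 nm excitation, 500-520 nm emission); 500 nM antisense PNA served as control.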
Texas Red fluor – compound fluoresces in the Texas Red spectral region. Compound fluorescence, Texas Red channel, 547/618 nm; stronger effect = higher value. max dye-equivalent concentration, M. actives 0.06% (n = 59,000). AID 587; in the data active = max dye-equivalent concentration above about 10 nM; inconclusive = between about 1.1 nM and that limit
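Spectral interference profiling: each compound concentration's relative fluorescence, read with a 547 nm excitation and 618 nm emission filter pair, was normalized to a per-plate Texas Red standard curve.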
15-hLO inh – 15-hLO (ALOX15) enzyme inhibition | P16050 | purified 15hLO-1, xylenol orange hydroperoxide absorbance | Potency, µM (doses to about 57.1 µM), for inactives: at the top dose activity change, negative = inhibition, usual class: inhibitors | actives 1.4% (n = 74,000) | AID 887; also: potency is read from the fitted curve at half-maximal effect; % is scaled to controls: 0 for no effect and ±100 for the full control effect; nearly all actives have a fitted effect of over 55% in size
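Inhibition is scored from a chromogenic endpoint. After 15 min enzyme-compound contact, arachidonic acid (50 uM final) reacts 6 min with 40 nM 15hLO-1 at room temperature, then Fe-XO reagent is added for 30 min and absorbance ratio recorded.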
FLuc inh – inhibitors of firefly luciferase; P08659; purified firefly luciferase, luminescence, 8 min; Potency, µM (series often up to 57.1 µM), without a hit: at the top dose activity change, negative = inhibition, actives largely listed as inhibitors; actives 2.2% (n = 72,000); AID 411; also: potency is read from the fitted curve at half-maximal effect; % is scaled to controls: 0 for no effect and ±100 for the full control effect; nearly all actives have a fitted effect of over 40% in size
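Firefly luciferase (PKLight detection mix) with 10 uM ATP in pH 7.2 imidazole buffer (KCl, MgCl2, Tween 20, BSA). Compounds tested across a concentration series (qHTS). Luminescence read after 8 min at ambient temperature.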
HADH2 inh – blocks human hydroxyacyl-CoA dehydrogenase type II; Q99714; recombinant HADH2, NADH fluorescence, beta-hydroxybutyryl-CoA; Potency, µM (doses to about 57.1 µM), for the others: top-dose activity change, negative = inhibition, usual class: inhibitors; actives 3.4% (n = 73,000); AID 886; also: potency is read from the fitted curve at half-maximal effect; % is scaled to controls: 0 for no effect and ±100 for the full control effect; nearly all actives have a fitted effect of over 60% in size; many of its hits are not listed in these tables
Target sequence (Q99714 whole entry, looked up, one chain of several): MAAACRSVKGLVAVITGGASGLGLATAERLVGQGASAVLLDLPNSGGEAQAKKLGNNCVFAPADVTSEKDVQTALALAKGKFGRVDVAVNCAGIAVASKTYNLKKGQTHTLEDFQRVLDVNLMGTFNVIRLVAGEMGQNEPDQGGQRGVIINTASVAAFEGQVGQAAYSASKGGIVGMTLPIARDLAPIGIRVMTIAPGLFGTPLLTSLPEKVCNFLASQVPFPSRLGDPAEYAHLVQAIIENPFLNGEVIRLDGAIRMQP
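NADH fluorescence (ex 360/em 450 nm) read every 30 s for 4 min; activity taken as last-minus-first time point difference. Enzyme 20 nM, NAD+ 1 mM, beta-hydroxybutyryl-CoA 90 uM, pH 9.0 Tris buffer.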
Tau filament bind – binders of human tau filaments. P10636. recombinant tau filaments, thioflavin S fluorescence, 15 h; filaments grown with octadecylsulfate alongside compound. Potency, µM (doses to about 57.1 µM), inactives show at the highest dose activity change, negative = inhibition. actives 2% (n = 71,000). AID 596;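 also: potency is read from the fitted curve at half-maximal effect; % is scaled to controls: 0 for no effect and ±100 for the full control effect; actives lower thioflavin S fluorescence by blocking filaments or displacing dye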
Target sequence (P10636 whole entry, looked up): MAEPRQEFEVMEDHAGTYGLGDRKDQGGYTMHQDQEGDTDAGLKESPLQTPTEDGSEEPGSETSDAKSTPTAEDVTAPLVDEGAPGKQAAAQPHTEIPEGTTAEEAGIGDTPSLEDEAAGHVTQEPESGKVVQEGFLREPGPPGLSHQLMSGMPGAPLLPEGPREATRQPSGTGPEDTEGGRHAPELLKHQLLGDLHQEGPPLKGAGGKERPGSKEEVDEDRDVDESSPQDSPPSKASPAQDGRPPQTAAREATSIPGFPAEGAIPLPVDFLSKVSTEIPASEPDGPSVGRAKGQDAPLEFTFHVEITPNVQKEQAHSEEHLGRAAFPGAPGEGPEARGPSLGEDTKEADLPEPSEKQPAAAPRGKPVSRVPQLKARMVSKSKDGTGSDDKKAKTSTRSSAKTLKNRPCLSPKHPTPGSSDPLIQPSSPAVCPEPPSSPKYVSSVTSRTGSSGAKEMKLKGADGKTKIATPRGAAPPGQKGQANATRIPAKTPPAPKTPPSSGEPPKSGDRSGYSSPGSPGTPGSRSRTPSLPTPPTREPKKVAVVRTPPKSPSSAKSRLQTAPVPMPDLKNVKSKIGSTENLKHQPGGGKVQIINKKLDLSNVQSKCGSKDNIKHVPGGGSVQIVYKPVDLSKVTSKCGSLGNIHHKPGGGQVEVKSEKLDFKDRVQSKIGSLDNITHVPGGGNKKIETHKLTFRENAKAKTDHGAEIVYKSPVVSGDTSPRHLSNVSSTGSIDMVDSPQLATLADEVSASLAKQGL
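His-tagged recombinant human tau (exons 2, 3, 10; 1 uM final) fibrillized with 30 uM sodium octadecylsulfate, 15 h at 37 C, in pH 7.4 HEPES buffer with 10 uM thioflavine S and 5 mM DTT. Reduced ThS fluorescence (450/510 nm) marks activity.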
Hsp90 Hop PPI – changes Hsp90-Hop TPR2A binding signal, up or down; AlphaScreen TPR2A-His6 binding biotin-Hsp90 C-terminal peptide; Potency, µM (titrated, usually from 57 µM), for the others: top-dose activity change, negative = inhibition; actives 0.44% (n = 71,000); active = well fitted curve in either direction with a large enough effect; inconclusive = small, poorly fitted or top-dose-only effect, or another doubt; also: potency is read from the fitted curve at half-maximal effect; % is scaled to controls: 0 for no effect and ±100 for the full control effect; many of its hits are not listed in these tables
Rhodamine fluor – compound autofluorescence in rhodamine spectral region. Rhodamine-region fluorescence, 547/598 nm, Tris buffer; stronger effect = higher value. max dye-equivalent concentration, M. actives 0.05% (n = 59,000). AID 594; in the data active = max dye-equivalent concentration above about 11 nM; inconclusive = between about 1.1 nM and that limit
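Compound fluorescence in 100 mM Tris, pH 8.0, read after 15 min at room temperature with 547 nm excitation and 598 nm emission. Output is dye-equivalent concentration from an on-plate rhodamine standard series.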
ERK AVP block – inhibitors of vasopressin-stimulated ERK signaling pathway; HEK293-V1b, vasopressin-stimulated pERK AlphaScreen; Potency, µM (top dose mostly 57.5 µM), inactives show at the highest dose activity, negative = inhibition, actives largely listed as inhibitors; actives 0.99% (n = 72,000); AID 995; also: potency is read from the fitted curve at half-maximal effect; % is scaled to controls: 0 for no effect and ±100 for the full control effect; nearly all actives have a fitted effect of over 55% in size
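Overnight-seeded V1b-HEK293 cells in 1% FBS got compound, then vasopressin (25 nM final, 5 min, 37C), then lysis buffer. AlphaScreen detection of phospho-ERK; activity normalized to basal and full-stimulation controls.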
Pol III holo inh – inhibitors of bacterial DNA polymerase III holoenzyme. reconstituted DNA polymerase III holoenzyme replication, biochemical. Potency, µM (titrated, usually from 57.1 µM), for inactives: at the top dose activity change, negative = inhibition. actives 0.25% (n = 71,000). AID 603; also: potency is read from the fitted curve at half-maximal effect; % is scaled to controls: 0 for no effect and ±100 for the full control effect
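Reconstituted *E. coli* holoenzyme (0.35 nM Pol III, 1 nM beta, 154 nM SSB, 2 nM primase) was preincubated with compound for 15 min at RT. Synthesis on 1.4 nM ssM13Gori ran 35 min, then was stopped with PicoGreen/EDTA and read as dsDNA fluorescence.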
Starred values were filed as active, the others as inactive; i = inactive; ? = inconclusive; / = no result given; & = joins results of further samples; [ ] = remark or other dose. Unless noted, calls follow the shape of the dose curve; as a rule, active = well fitted curve in the direction sought with a large enough effect; inconclusive = small, poorly fitted or top-dose-only effect, or another doubt; inactive = no such curve, though single readings can be large; an effect the other way counts as inactive or inconclusive. These rows are one share of the data; count on the stated rates, not on these rows.

Order of values – CRE Fsk mod, HBB splice mod, Texas Red fluor, 15-hLO inh, FLuc inh, HADH2 inh, Tau filament bind, Hsp90 Hop PPI, Rhodamine fluor, ERK AVP block, Pol III holo inh
1) O=C1c2ccccc2S(=O)(=O)N1Cc1nc2ccccc2s1
 : ?, -3.7%, ?, -7%, ?, -1%, -9%, 1%, i, 14%, -3%
2) Cc1ccc(-n2nc3c(c2NC(=O)c2ccc4c(c2)OCO4)CSC3)cc1
 : -9%, -1.6%[0.369 µM], ?, -11%, -2%, -20%, 100%, -1%, i, -26%, -3%
3) Cn1c(=O)c2c(nc(CN3CCN(c4ccccc4)CC3)n2Cc2ccccc2Cl)n(C)c1=O
 : 3%, -2.6%[0.369 µM], ?, 2%, 3%, 1%, 8%, -6%, i, -14%, -7%
4) O=C(NC1CCCCC1)C1CCCN(S(=O)(=O)c2cccs2)C1 (stereo not given)
 : ?, 2.9%, ?, -3%, 1%, 5%, -13%, -9%, i, -9%, 8%
5) COc1ccccc1Nc1nc(N)nc(CN2CCC(Cc3ccccc3)CC2)n1
 : 16%, -0.8%, i, 16%, 2%, -5%, 44%, -14%, i, -11%, 2%
6) COc1ccc(-c2nc3cnc(N4CCN(C)CC4)nc3n(Cc3ccc(F)cc3)c2=O)cc1
 : ?, 11%, i, 6%, 0%[11.4 µM], 20%, 88%, 14%, i, 19%, -13%
7) O=C(NC12CC3CC(CC(C3)C1)C2)N1CCC(n2nnc3ccccc32)CC1
 : 2%, /, i, 2%, 2%, 2%, 0%, -4%, i, -3%, -5%
8) NC(=O)SCC(=O)Nc1ccc(Cl)c(Cl)c1
 : ?, -4.0%, /, ?, -3%, ?, 13%, -2%, /, 13%, 4%
9) CN1CCN(/C=N/c2c(C#N)cnn2Cc2ccccc2)CC1
 : -7%, -3.2%[0.369 µM], ?, -1%, 0%, 6%, -11%, -2%, i, -17%, -12%
10) CCN(CC)CCn1c(=S)[nH]c2ccc(Cl)cc2c1=O
 : -5%, 0.1%[0.369 µM], i, 4%, -4%, -27%, 23%, -1%, i, -17%, -4%
11) CC(C)Cn1c(CN2C(=O)c3ccccc3C2=O)nc2ccccc2c1=O
 : ?, 1.7%, /, 6%, 1%, 3%, 117%, 0%, /, -22%, -7%
12) CCOC(=O)c1cccc(NC(=O)c2cccnc2)c1
 : 8%, -0.4%[9.22 µM], /, 4%, -7%, 5%, 6%, -1%, /, -10%, -4%
13) Cc1c(NC(=O)C(C)N2CC(C)OC(C)C2)c(=O)n(-c2ccccc2)n1C (stereo not given)
 : -2%, -0.4%, i, 3%, 0%, 0%, 5%, 2%, i, 8%, 0%
14) CCOCC(=O)Nc1ccc(S(=O)(=O)N2CCOCC2)cc1
 : 0%, -0.3%, ?, 5%, 1%, -2%, -7%, -6%, i, 13%, -5%
15) NCCCS(=O)(=O)O
 : -3%, ?, i, 6%&-8%, 0%, -15%, 4%, -8%, i, ?, -5%
16) Cc1cc(NS(=O)(=O)Cc2ccccc2)no1
 : 6%, -0.7%, i, 8%, 2%, 2%, 5%, -4%, i, -9%, 6%
17) O=C(CSc1ncccc1C(=O)O)NCc1ccc(F)cc1
 : 2%, 4.5%, i, -4%, 0%, -6%, -10%, ?, i, 18%, -3%
18) CN(C)c1nc(N)c(C(=O)N=C(N)N)nc1Cl
 : 3%, -0.3%, ?, -2%, -5%, 8%, -12%, -3%, i, 11%, -6%
19) CCOc1ccc(CCNS(=O)(=O)c2cccc3nsnc23)cc1OCC
 : ?, -0.6%, i, 10%, 1%, 5%, -6%, -5%, i, -22%, -3%
20) O=C(CCC1=NS(=O)(=O)c2ccccc2N1)NC1CCCCCCC1
 : ?, 0.5%, i, -1%, -1%, 0%, -5%, 1%, i, 5%, -2%
21) CCOC(=O)Cn1c(CCC(=O)O)ccc1-c1ccc(F)cc1
 : -5%, 0.6%, /, ?, 0%, 57%[activator], -10%, -11%, /, -10%, -9%
22) COc1ccc(N2C(=O)CCC(C(=O)N3CCCCCC3)C2c2ccc(OC)c(OC)c2)cc1 (stereo not given)
 : -2%, 0.1%, i, 11%, 6%, 18%, 14%, -1%, i, 19%, -1%
23) O=C(c1csnn1)N1CCC[C@@]2(CCN(Cc3ccccc3)C2)C1
 : -14%, 1.9%, i, 1%, 1%[11.4 µM], -7%, -4%, -3%, i, 2%, -4%
24) Cn1c2c(c3ccccc31)CC/C2=N\O
 : 21%, 1.0%, /, 25µM*, -4%, 28%, 4%, -8%, /, ?, -4%
25) CCCCn1nnnc1SCC(=O)Nc1cccc(C)n1
 : 6%, /, i, 4%, 5%, -11%, -11%, 4%, i, -3%, -4%
26) O=C(Nc1ccc(N2CCOCC2)cc1)C1CCN(S(=O)(=O)Cc2ccccc2)CC1
 : -8%, -4.8%, i, -22%, 2%, -3%, -8%, 0%, i, -1%, 60%
27) CCCc1cc(C(=O)Nc2cccc(C(C)=O)c2)no1
 : -5%, 1.6%, /, 6%, -14%, -2%, -14%, 0%, /, ?, 5%
28) Cc1cccc(CNc2cc(-c3c(C)noc3C)ncn2)c1
 : ?, 0.8%, i, -6%, 1%[2.29 µM], 3%, -3%, 5%, i, 2%, -4%
29) O=C(O)c1ccc(CSCc2ccco2)cc1
 : -9%, -0.2%[9.22 µM], /, -1%, -1%, -17%, 1%, 1%, /, 5%, -8%
30) Cc1ccc(CN2CCN(CC(=O)NCc3ccc(Cl)cc3)C2=O)cc1
 : -12%, 2.8%, i, 11%, 2%, -1%, -6%, 1%, i, 16%, -5%
31) O=C(CCC1CCCC1)Nc1ccc(Br)cn1
 : -3%, -1.8%, i, 1%, -2%, -3%, 3%, 3%, i, -11%, -2%
32) Cc1ccsc1C=Nc1c(C)n(C)n(-c2ccccc2)c1=O
 : -1%, 0.5%, ?, 4%, 2%, -8%, -2%, -7%, i, -5%, -2%
33) CCOC(=O)CSc1nnc(CNC(=O)c2cccs2)n1-c1cc(OC)ccc1OC
 : ?, -2.7%, ?, -6%, 3%, 3%, -3%, 3%, i, -19%, -1%
34) CCOP(C)(=O)C1(C(=O)OCc2ccccc2)CC1 (stereo not given)
 : ?, -5.2%[0.0738 µM], /, 7%[11.4 µM], 2%, 7%[11.4 µM], 5%[11.4 µM], -1%[11 µM], /, 21%, 8%[11.4 µM]
35) CN(C)C(CNC(=O)CCCc1c[nH]c2ccccc12)c1ccco1 (stereo not given)
 : ?, -3.2%, ?, -14%, -38%, -5%, -6%, -4%, i, -17%, -1%
36) O=C(OCc1cc2ccccc2[nH]c1=O)C1CCCCC1
 : 10%, 4.3%[0.369 µM], i, 5%, -2%, 0%, -1%, -5%, i, -25%, -2%
37) O=C(O)CC[C@@H](C(=O)O)N1C(=O)c2ccccc2C1=O
 : 4%[7.6 µM], 4.2%[9.22 µM], i, 2%[11.4 µM], 2%[11.4 µM], ?, -12%[11.4 µM], ?, i, -17%[11.5 µM], -6%[11.4 µM]
38) Cc1cccc(OCC(=O)Nc2cccc(-c3nnc(-c4ccccc4)o3)c2)c1C
 : 1%, -0.9%, i, -20%, 2%, 0%, 91%, 0%, i, -18%, 0%
39) C/[N+]([O-])=C1\Cc2ccccc2C1=O
 : 18%, -1.2%, i, -4%, -8%, 3%, 20%, 1%, i, -7%, 0%
40) O=C(c1ccco1)N1CCN(C(c2ccc(Cl)cc2)c2nnnn2CC2CCCO2)CC1 (stereo not given)
 : -3%, -4.0%, i, -10%, 8%, -6%, 3%, -3%, i, -25%, 7%
41) C[C@@]12CC[C@H]3[C@H](CC=C4C[C@@H](O)CC[C@@]43C)[C@@H]1CC[C@@H]2N(CCO)CCO
 : 1%[7.6 µM], 0.2%[9.22 µM], i, 5%[11.4 µM], 3%[11.4 µM], 7%[11.4 µM], 15%[11.4 µM], -1%[11 µM], i, 0%[11.5 µM], -13%[11.4 µM]
42) CCOc1ncccc1C(=O)OCc1nnc(-c2ccccc2)o1
 : ?, -1.9%, i, -11%, 6%, 5%, 3%, 6%, i, -5%, 1%

From PubChem
